FEN1 inh – blocks human flap endonuclease 1. Recombinant FEN1 flap cleavage, fluorescence, 15 min. AID 588795. Potency, µM (titrated, usually from 114 µM), inactives show at the highest dose activity change, negative = inhibition, most hits filed as inhibitors. P39748. 390,000 tested, 0.35% active; note: nearly all actives have a fitted effect of over 65% in size
Target sequence (P39748 whole entry, looked up): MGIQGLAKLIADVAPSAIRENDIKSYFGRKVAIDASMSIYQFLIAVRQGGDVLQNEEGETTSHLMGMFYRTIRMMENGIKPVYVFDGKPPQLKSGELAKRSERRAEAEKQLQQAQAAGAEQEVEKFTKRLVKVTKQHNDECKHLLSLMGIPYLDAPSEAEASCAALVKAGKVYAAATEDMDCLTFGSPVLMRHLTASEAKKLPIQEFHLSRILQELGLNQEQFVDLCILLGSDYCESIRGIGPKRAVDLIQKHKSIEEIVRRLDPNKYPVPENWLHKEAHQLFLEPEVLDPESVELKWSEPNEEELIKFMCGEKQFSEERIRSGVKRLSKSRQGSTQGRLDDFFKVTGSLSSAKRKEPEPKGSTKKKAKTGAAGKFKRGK
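With each library titrated from low to high concentration, compounds met 10 nM FEN1 for 15 min at room temperature before 50 nM substrate was added; readings at 0 and 15 min fed four-parameter Hill curve fits.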
GCN5L2 inh – inhibitors of human GCN5L2 histone acetyltransferase; 390,000 tested, 0.21% active; GCN5L2 HAT assay, ThioGlo1 CoA-SH fluorescence; Potency, µM (doses to about 58.9 µM), without a hit: top-dose activity change, negative = inhibition, usual class: inhibitors; Q92830
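Free CoA generated was detected with ThioGlo1 (50uM) fluorescence at Ex340nm/Em540nm, read immediately and after 20 min at room temperature. Enzyme, 20 nM in HEPES pH 7.5 buffer, saw compounds 15 min before adding 75uM H3(1-25) peptide and 70uM acetyl-CoA.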
N370S GC mod – inhibits or activates N370S mutant glucocerebrosidase. N370S GC spleen homogenate, 4MU-glucoside fluorescence. Potency, µM (top dose mostly 59.4 µM), for the others: top-dose activity change, negative = inhibition, most hits filed as inhibitors. 330,000 tested, 0.092% active;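 note: 0% = full enzyme activity and -100% = no enzyme basal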
* hit, by the source's call; ? = inconclusive; . = not tested or not shown; & = joins results of further samples; [ ] = another dose, or the depositor's remark. Calls come from the whole dose curve; as a rule, active = well fitted curve in the direction sought with a large enough effect; inconclusive = small, poorly fitted or top-dose-only effect, or another doubt; inactive = no such curve, though single readings can be large; an effect the other way counts as inactive or inconclusive. Unless noted, % is set by controls: 0 for no effect and ±100 for the full control effect; potency is the fitted concentration of half-maximal effect.

Start of the listing, in advance:
SMILES,FEN1 inh,GCN5L2 inh,N370S GC mod
COc1ccc(-c2cccc([C@H]3[C@@H]4C=CCC[C@@]4(C)C(=O)N3Cc3ccccc3)c2)cc1,-22%,-2%,24%
Cc1cccc(NC(=O)C2CCCN(C(=O)Nc3ccc(F)cc3)C2)c1C (stereo not drawn),-13%,-3%,-10%
COc1cc2c(cc1NC(=O)C(C)NCc1ccccc1)oc1ccccc12 (stereo not drawn),?,56%[activator],?

This part in full, from the start:
SMILES,FEN1 inh,GCN5L2 inh,N370S GC mod
COc1ccc(-c2cccc([C@H]3[C@@H]4C=CCC[C@@]4(C)C(=O)N3Cc3ccccc3)c2)cc1,-22%,-2%,24%
Cc1cccc(NC(=O)C2CCCN(C(=O)Nc3ccc(F)cc3)C2)c1C (stereo not drawn),-13%,-3%,-10%
COc1cc2c(cc1NC(=O)C(C)NCc1ccccc1)oc1ccccc12 (stereo not drawn),?,56%[activator],?
O=C(CCc1ccccc1)NC(=S)Nc1ccc(S(=O)(=O)N2CCOCC2)cc1,-5%,-9%,-22%
Cc1cc2c(cc1S(=O)(=O)N(C)c1ccccc1)NC(=O)CO2,-6%,-3%,?
CC(C)C[C@H]1CN=C(Nc2ccccc2)N1CC1CCCCCC1,-12%,-8%,-13%
O=C1CSC(=S)N1/N=C/c1ccc(O)c([N+](=O)[O-])c1,28µM*,?,-1%
O=C(CSCc1cc(=O)c2cc(F)ccc2[nH]1)Nc1ccccc1Cl,-1%,-4%,.
Cc1ccc(-c2csc(/C(C#N)=C/Nc3ccccc3SC(F)(F)F)n2)cc1,3%,1%,5%
CCN(CC)c1ccc(C2N(C(=O)N3CCOCC3)CCN2S(=O)(=O)c2ccc(C)cc2)cc1 (stereo not drawn),-3%,-17%,18%
Cc1ccc(SCCC(=O)OCC(=O)Nc2ccc(C(N)=O)cc2)cc1,1%,3%,.
COc1ccc(CNC(=O)C(C)OC(=O)CN2C(=O)COc3ccccc32)cc1 (stereo not drawn),-1%,-2%,-7%
Cc1ccc(Nc2nc(N)nc(CN3CCCCCC3)n2)cc1,0%,-10%,-2%
CC(C)[C@@H]1NC(=O)c2cc([N+](=O)[O-])cc(I)c2NCCC[C@@H](C(=O)NC(CC(=O)O)C(N)=O)NC(=O)[C@H](CO)NC1=O (stereo partly drawn),2%,2%,17%
COc1cc(NS(=O)(=O)c2ccc(Nc3nc(-c4ccccn4)cs3)cc2)nc(OC)n1,-8%,-1%,-22%
CCOC(=S)SCc1cn2ccc(C)cc2n1,-1%,-2%,-1%
C=CCNC(=O)C(=O)NCCCN1CCOCC1,-2%,4%,-17%
COC(=O)c1ccc(NC(=O)C(=O)N2CCCC2)cc1,0%,-2%,?
COC(=O)c1ccc(NS(=O)(=O)c2ccc(OC)cc2)cc1,-4%,1%,1%
CC(CCc1ccccc1)N1CCN(C)CC1 (stereo not drawn),3%,0%,-6%
Cc1ccc2oc(-c3cccc(NC(=O)Cc4cccs4)c3)nc2c1,14%,-2%,7%
COc1ccc([C@@H]2[C@@H](C(=O)C(C)(C)C)N3N=Cc4ccccc4[C@@H]3C23C(=O)OC(C)(C)OC3=O)cc1OC,0%,-5%,-1%
Cc1cccc(Cn2c(SCc3ccc(C(=O)NC4CCCC4)cc3)nc3ccncc32)c1,-6%,1%,.
O=C(CSc1oc(-c2ccccc2)nc1S(=O)(=O)c1ccc(Br)cc1)NC1CCCCC1,-4%,0%,.
COc1ccc(CN(C2CCCC2)S(=O)(=O)c2ccc(-n3cnnn3)cc2)cc1OC,5%,-2%,-14%

Rewritten as labelled records: entries from further up.
Cc1cccc(NC(=O)C2CCCN(C(=O)Nc3ccc(F)cc3)C2)c1C (stereo not drawn)
  FEN1 inh: -13%
  GCN5L2 inh: -3%
  N370S GC mod: -10%
COc1cc2c(cc1NC(=O)C(C)NCc1ccccc1)oc1ccccc12 (stereo not drawn)
  FEN1 inh: ?
  GCN5L2 inh: 56%[activator]
  N370S GC mod: ?
O=C(CCc1ccccc1)NC(=S)Nc1ccc(S(=O)(=O)N2CCOCC2)cc1
  FEN1 inh: -5%
  GCN5L2 inh: -9%
  N370S GC mod: -22%
Cc1cc2c(cc1S(=O)(=O)N(C)c1ccccc1)NC(=O)CO2
  FEN1 inh: -6%
  GCN5L2 inh: -3%
  N370S GC mod: ?

Continuation:
SMILES,FEN1 inh,GCN5L2 inh,N370S GC mod
COC(=O)C(C)(C)ONC(=O)Nc1ccc(Br)cc1,4%,0%,21%
CC(C)CCNC(=O)C(=O)NCC1OCCCN1S(=O)(=O)c1cccs1 (stereo not drawn),-20%,-7%,4%
COc1cc(CCNC(=O)c2cnn3ccccc23)cc(OC)c1OC,1%,0%,-3%
Cc1nn(-c2ccccc2)c(CC(C)(C)C(=O)O)c1C(=O)O,0%,-23%,16%
COc1cccc(Nc2nc(N)c([N+](=O)[O-])c(N3CCOCC3)n2)c1,-11%,?,-3%
COCCN(C(=O)CC1CCCCC1)c1c(N)n(CC(C)C)c(=O)[nH]c1=O,20%,0%,.
Cc1ccc(NC(=O)N2CCC(=O)N2)cc1,-4%,0%,-8%
Fc1ccccc1Cc1cn2cc(-c3ccc(Cl)cc3)nc2s1,14%,-5%,.
O=C(O)/C=C/C(=O)Nc1ccccc1-c1ccccc1,4%,-9%,20%
CCOC(=O)/C(C)=N/Nc1nc(-c2ccc(NC(C)=O)cc2)cs1,17%,-22%,-9%
COc1ccc(NC(=O)C2(c3ccc(NC(=O)c4ccc(C)cc4)cc3)CCCC2)cc1,1%,0%,-7%
C/C(=N\NC(=O)c1c(Cl)c(C)nn1C)c1ccc(NC(=O)c2ccncc2)cc1,-4%,-4%,-11%
O=C(Nc1cccc(S(=O)(=O)N2CCOCC2)c1)c1cccc(S(=O)(=O)N2CCCCC2)c1,0%,-9%,-3%
CCOC(=O)C1=C(COC(=O)CCOc2cccc(C)c2)NC(=O)NC1C (stereo not drawn),1%,0%,-6%
O=C(Nc1nnc(SCc2ccccc2)s1)c1cccc([N+](=O)[O-])c1,1%,-9%,3%
COCCCNC(=S)N(CCCO)Cc1cc2cc3c(cc2[nH]c1=O)OCCO3,7%,-2%,26%
FC(F)(F)c1ccc(-c2n[nH]c(=S)o2)nc1,-3%,-3%,16%
CCCC1CCC(C(=O)Nn2cnc3ccccc3c2=O)CC1 (stereo not drawn),-1%,-1%,18%
CCN(CC)S(=O)(=O)c1ccc(O)c(NC(=O)c2cc(-c3cc(OC)c(OC)c(OC)c3)nc3ccccc23)c1,5%,-9%,-5%
CCCN(C(=O)c1ccccc1Cc1ccccc1)C1CCS(=O)(=O)C1 (stereo not drawn),-3%,-1%,-2%
Cc1ccc(-c2nc(CCNC(=O)C(=O)Nc3ccc(C)c(C)c3)cs2)cc1,18%,-9%,.
FC(F)(F)c1ccc(Sc2nnc(-c3cccs3)n2CC2CCCO2)nc1 (stereo not drawn),-6%,-13%,3%
O=C(NC1CC1)c1sccc1-n1cccc1,2%,0%,-9%
Nc1c(C(=O)NCc2cccnc2)sc(=S)n1-c1ccccc1,0%,-27%,-10%
CC(=O)c1ccc(N2CCN(C(=O)c3nn(C)c4c3CS(=O)(=O)c3ccccc3-4)CC2)cc1,17%,-1%,-6%
O=C(N/N=C/C=C\c1ccccc1[N+](=O)[O-])c1cccs1,-23%,33%[activator],21%
O=c1c(C=NCCCO)c(-c2ccccc2)[nH]n1-c1nc2ccccc2s1,-18%,-2%,25%
CCn1nc(C)c(/C=N/NC(=O)Cc2ccc(Cl)cc2)c1C,4%,-5%,-6%
COc1ccc(Br)cc1C1CC(=O)C(C)C(c2cc(Br)ccc2OC)N1 (stereo not drawn),-7%,-27%,2%
CSCCC1NC(=O)N(CC(=O)Nc2c(Cl)cc(Cl)cc2Cl)C1=O (stereo not drawn),1%,2%,3%
CCOC(=O)c1ccc(N2CCN(c3cc(C)ccc3C)CC2)c(N)c1,-2%,11%,-13%
C=CCNC1=C(Cl)C(=O)N(c2cccc(Cl)c2Cl)C1=O,-8%,-8%,8%
Cc1oc2c(cc(NS(=O)(=O)c3ccc(C(C)C)cc3)c3ccccc32)c1C(=O)OCc1ccccc1,6%,-5%,.
O=C(NCCCCc1ccccc1)NC[C@@H]1CC[C@@H](Cc2ccc(-c3ccccc3)cc2)O1,-9%,-10%,.
CC1=Nc2cc(C(=O)NC3CCCC3)ccc2Sc2ccc(Cl)cc21,-21%,-6%,.
CCOc1ccc(/C=C/C(=O)NC2CCCCC2)cc1,4%,-15%,-2%
O=C1c2ccsc2SCCN1Cc1cccc(F)c1,6%,-2%,-6%
O=C(NCCc1cccnc1)C1CCC(=O)N(Cc2ccc(Cl)cc2)C1 (stereo not drawn),2%,0%,-2%
O=C(Nc1ccsn1)c1ccc(Cl)cc1Cl,19%,1%,19%
O=C(c1ccco1)N1CCC(N2CCN(c3ccccc3)CC2)CC1,0%,-14%,1%
CCN1C(=S)N[C@@H](c2cccc(C(F)(F)F)c2)C(C(=O)OC)=C1C,.,-7%,-15%
COc1ccc2c(c1)cc1n2CCN=C1NCCO,-7%,-18%,-1%[12.8 µM]
CC1CCCC(NC(=O)CN2CCN(S(=O)(=O)c3cccs3)CC2)C1C (stereo not drawn),20%,-2%,.
O=C(OCC(=O)N1CCCC1=O)c1ncc(Cl)c(Cl)c1Cl,0%,1%,-10%
COc1ccccc1C(=O)NC(CCSC)C(=O)Nc1ccc(C)c(S(=O)(=O)N2CCOCC2)c1 (stereo not drawn),-18%,-7%,.
Cc1ccc2c(c1)N(CC(=O)OCC(=O)NCc1ccccc1)C(=O)CO2,-2%,-1%,0%
Cc1ccc(N(CN2CCCC2=O)C(=O)c2ccccc2)cc1,2%,1%,-11%
COc1cc(C(=O)Nc2ccc3oc(-c4ccc(C)c(Br)c4)nc3c2)cc(OC)c1OC,2%,1%,.
CC(C)(C)NC(=O)Nc1ccc2nccnc2c1,-7%,?,12%
O=C(CSc1nc2ccccc2s1)NNC(=S)Nc1ccc(Cl)cc1,-12%,3%,23%

More structures
SMILES,FEN1 inh,GCN5L2 inh,N370S GC mod
CC(=O)CSc1nnc(-c2ccc(S(=O)(=O)N3CCOCC3)cc2)n1C,-5%,-2%,-7%
COc1ccc(N2C(=O)NC3CC2(C)Oc2ccccc23)cc1 (stereo not drawn),-14%,-7%,1%
O=C(c1ccc(S(=O)(=O)N2CCOCC2)cc1)N(c1cccc(Cl)c1)C1C=CS(=O)(=O)C1 (stereo not drawn),-10%,3%,4%
CC(C)c1nnc(NC(=O)CC(C)c2ccccc2)s1 (stereo not drawn),19%,-1%,1%
Cc1ccc(C(=O)NCC(=O)NC2CCC(C)CC2)s1 (stereo not drawn),18%,3%,.
COc1ccc(-c2cc(-c3ccccc3)n3ncnc3n2)cc1,-12%,-29%,19%
CCCOc1ccc(Cl)cc1/C=C1/C(=O)ON=C1C,-5%,-9%,-1%
CCSc1nnc(NC(=O)Cc2cccc(OC)c2)s1,-4%,1%,5%
CCS(=O)(=O)N1CCN(c2ccc([N+](=O)[O-])c(NCc3cccnc3)c2)CC1,-2%,-4%,-4%
CCC(=O)N1CCc2cc(Br)cc(S(=O)(=O)CCC(=O)Nc3ccc(C)c(F)c3)c21,-3%,-4%,.
CCOc1cc(/C=N/NC(=O)c2cccc([N+](=O)[O-])c2)ccc1OS(=O)(=O)c1ccccc1,0%,-3%,-1%
CCOC(=O)C1CCCN(c2ncnc3c2cnn3-c2ccc(Cl)cc2)C1 (stereo not drawn),?,?,21%
CC1CCc2c(sc(NC(=O)Cn3cnc([N+](=O)[O-])n3)c2C(N)=O)C1 (stereo not drawn),-16%,2%,-6%
COc1cccc(CNC(=O)c2cc3c(s2)-c2ccccc2OC3)c1,-20%,-13%,.
CC(C)C(=O)Nc1c(-c2ccccc2F)c(=O)c2ccccc2n1C,0%,-12%,5%
CCOc1ccc(N=C(NC#N)SCC)cc1,-6%,0%,-3%
COc1cc2c(C(=O)N3CCN(c4ccccc4C)CC3)c(C)oc2cc1Br,?,1%,-11%
C/C(=N\NC(=O)c1ccccn1)c1ccc(Cl)cc1,-1%,1%,3%
CC(C)(C)c1ccc(-n2ncc3c2CCCC3NC(=O)CCN2CCCC2=O)cc1 (stereo not drawn),0%,-1%,3%
Cc1ccc(CNC(=O)c2cn(C)c3ccc(S(=O)(=O)N4CCOCC4)cc3c2=O)cc1,-11%&4%,-6%&-10%,3%
O=C(/C=C/c1cccc(F)c1)c1ccc(N2CCOCC2)cc1,-18%,7%,1%
Cc1cc(C(=O)NNC(=O)c2cccc(C(F)(F)F)c2)no1,1%,2%,3%
O=C(Nc1ccccc1C(F)(F)F)N1CCCCCC1,-5%,-21%,-2%
COC(=O)c1cn(C(=O)c2cccc(C)c2)c2ccccc12,-10%,-12%,-2%
CCOc1ccc(S(=O)(=O)Nc2ccc(C(=O)N3CCCC3)cc2)cc1,19%,4%,-4%
CCN(C(=O)c1c(C)oc2ncnc(N3CCCCC3)c12)c1cc(C)ccc1C,0%,17%,.

High-throughput results (PubChem)
